# Source: PubChem
# LDHA block: qHTS assay for inhibitors of human lactate dehydrogenase; L-lactate dehydrogenase A chain (Homo sapiens), P00338; purified LDHA, NADH/diaphorase-resazurin fluorescence; stronger effect = lower value; activity change, % (values are at about 110 or 230 µM); 480,000 tested, 0.15% active; in the data active = activity change below about -30%; inconclusive = mostly about -25% to -30%;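 note: plate controls were DMSO wells for no effect and wells without enzyme for full effect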
#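 Human LDH5 at 2 nM final in Tris HCl pH 7.4 with 0.06 mM NADH and 0.2 mM pyruvate, reacted 5 minutes at room temperature. Remaining NADH coupled via diaphorase/resazurin; resorufin fluorescence read at 0 and 20 minutes, normalized to enzyme-free and DMSO wells.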
# Vif-A3F inh: qHTS for Inhibitors of Vif-A3F Interactions: qHTS. 390,000 tested, 0.2% active. Potency, µM (top dose mostly 46.1 µM), inactives show at the highest dose activity, negative = active. HeLa A3F-eYFP + Vif (tagged APOBEC3F with the HIV-1 protein that degrades it), YFP fluorescence increase; note: potency is the fitted concentration of half-maximal effect; % of control where 0% means no effect; nearly all actives have a fitted effect of over 65% in size
#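 HeLa cells stably expressing A3F-eYFP plus Vif, plated and incubated overnight at 37 deg C, then exposed to compounds overnight at 37 deg C. Blocked degradation read as raised yellow fluorescence (Ex 488/Em 500-530).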
# Vif-APOBEC3G blk: qHTS for Inhibitors of Vif-A3G Interactions: qHTS; DNA dC->dU-editing enzyme APOBEC-3G (Homo sapiens), Q9HC16; HeLa A3G-eYFP + Vif (tagged APOBEC3G with the HIV-1 protein that degrades it), YFP fluorescence, overnight; Potency, µM (doses to about 46.1 µM), without a hit: top-dose activity, negative = active, actives largely listed as inhibitors; 410,000 tested, 0.076% active; AID 602310, 2012;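 note: potency is the fitted concentration of half-maximal effect; % is set by controls: 0 for no effect and ±100 for the full control effect; nearly all actives have a fitted effect of over 60% in size; hits raise eYFP signal because A3G escapes Vif-driven loss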
#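 Read-out is eYFP fluorescence (Ex 488/Em 500-530) from Vif-expressing HeLa A3G-eYFP cells; more signal means A3G escaped Vif-mediated degradation. Cells plated overnight, compound pinned in, incubated overnight at 37 deg C.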
# mIDH1 inhibitor: qHTS for Inhibitors of mutant isocitrate dehydrogenase 1 (IDH1): qHTS; 390,000 tested, 0.093% active; IDH1-R132H enzyme, NADPH consumption, diaphorase/resazurin fluorescence; Potency, µM (top dose mostly 76.6 µM), without a hit: at the highest dose activity change, negative = inhibition, hits mostly inhibitors; Isocitrate dehydrogenase [NADP] cytoplasmic (Homo sapiens), O75874; note: potency is the fitted concentration of half-maximal effect; % is set by controls: 0 for no effect and ±100 for the full control effect; nearly all actives have a fitted effect of over 65% in size
# Target sequence (O75874 whole entry R132H, stated change not applied): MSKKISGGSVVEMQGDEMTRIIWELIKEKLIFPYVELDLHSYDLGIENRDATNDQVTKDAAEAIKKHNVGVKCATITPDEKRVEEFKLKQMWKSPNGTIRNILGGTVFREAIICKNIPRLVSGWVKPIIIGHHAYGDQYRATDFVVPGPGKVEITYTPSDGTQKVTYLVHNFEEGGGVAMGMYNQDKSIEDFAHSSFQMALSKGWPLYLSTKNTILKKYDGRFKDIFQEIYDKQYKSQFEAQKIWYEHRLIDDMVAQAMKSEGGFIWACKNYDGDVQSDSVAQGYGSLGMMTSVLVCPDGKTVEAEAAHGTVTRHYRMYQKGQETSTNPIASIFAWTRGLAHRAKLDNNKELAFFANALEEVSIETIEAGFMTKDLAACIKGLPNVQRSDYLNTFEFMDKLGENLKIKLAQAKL
#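 IDH1-R132H (0.5 ug/mL) preincubated 30 min with compound, then NADPH (0.016 mM) and alpha-KG (2 mM) added; 80 min at RT, pH 7.5. Remaining NADPH coupled via diaphorase/resazurin to fluorescence (540/590 nm); concentration-response curves normalized to no-enzyme control.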
# PI4K2A block: qHTS for small molecular inhibitors of PI4K2A; purified PI4K2A, ADP-Glo luminescence, 1 h; stronger effect = lower value; activity change, negative = inhibition, % at 76.9 µM; 420,000 tested, 0.13% active; in the data active = activity change below about -50%; inconclusive = mostly about -30% to -49%;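 note: -100% = wells without enzyme as full effect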
# Target sequence (Q9BTU6 whole entry, looked up): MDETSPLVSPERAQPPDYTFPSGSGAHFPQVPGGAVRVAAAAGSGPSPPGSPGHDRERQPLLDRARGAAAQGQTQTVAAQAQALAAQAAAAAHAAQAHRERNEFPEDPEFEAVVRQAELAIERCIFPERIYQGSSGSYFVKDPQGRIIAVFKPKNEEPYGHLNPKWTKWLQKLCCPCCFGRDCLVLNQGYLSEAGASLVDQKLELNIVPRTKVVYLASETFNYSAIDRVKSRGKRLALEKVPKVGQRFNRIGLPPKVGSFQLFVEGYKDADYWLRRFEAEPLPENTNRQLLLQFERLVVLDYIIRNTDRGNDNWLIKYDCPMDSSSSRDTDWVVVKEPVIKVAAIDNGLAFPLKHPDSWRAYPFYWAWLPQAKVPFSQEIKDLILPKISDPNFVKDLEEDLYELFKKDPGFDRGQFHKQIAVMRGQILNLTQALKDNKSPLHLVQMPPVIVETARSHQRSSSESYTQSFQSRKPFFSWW
#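 ADP-Glo luminescence measured ADP generated by PI4K2A enzyme (4 ug/mL before mixing) with 1.2 mM PI substrate (pre-mix) and 300 microM ATP (pre-mix). Tris pH7.5 buffer with MgCl2, Triton X-100; 1 h reaction at ambient temperature.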
# GRP78 ERSR act: qHTS for Inducers of the Endoplasmic Reticulum Stress Response (ERSR) in Human Glioma: qHTS; U87-MG GRP78 promoter luciferase reporter, 16 h; Potency, µM, for inactives: at the highest dose activation, most hits filed as activators; 420,000 tested, 0.02% active; AID 602332, 2012; note: potency is the fitted concentration of half-maximal effect; series mostly up to about 76 µM; % of control where 0% means no effect; nearly all actives have a fitted effect of over 35% in size
#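 Stably transfected U87-MG glioma cells carrying a GRP78-based luciferase sensor; 16 h compound incubation. Luminescence end-point read 10 min after Bright-Glo addition at room temperature.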
# TrxR1 substrate: qHTS Assay for Substrates of Mammalian Selenoprotein Thioredoxin Reductase 1 (TrxR1): qHTS. Potency, µM (series often up to 114 µM), without a hit: top-dose activity change, negative = substrate turnover. 390,000 tested, 0.01% active. purified TrxR1 substrate turnover, NADPH consumption readout; note: potency is the fitted concentration of half-maximal effect; % is set by controls: 0 for no effect and ±100 for the full control effect; nearly all actives have a fitted effect of over 50% in size
#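 Rat TrxR1, dispensed at 90 nM, was prereduced with 400 uM NADPH (final) for 5 min at ~22 deg C, then incubated with compound 15 min before 400 uM selenite. A first-read NADPH fluorescence drop versus no-compound background flagged substrates.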
# RXFP1 agonist: qHTS Assay for Agonists of the Relaxin Receptor RXFP1; Relaxin receptor 1 (Homo sapiens), Q9HBX9; HEK293T-RXFP1 cAMP TR-FRET, 30 min; response scale: percent of porcine relaxin response, buffer zero; Potency, µM (highest dose often 57.5 µM), for inactives: top-dose activation, usual class: activators; 370,000 tested, 0.3% active; note: potency is the fitted concentration of half-maximal effect; % is set by controls: 0 for no effect and ±100 for the full control effect; nearly all actives have a fitted effect of over 60% in size; many of its hits are not listed in these tables
#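 HEK293 cells stably expressing RXFP1, treated 30 min at 37C with compounds plus PDE4 inhibitor Ro 20174; cAMP measured by HTRF TR-FRET. Normalized to buffer and 29 nM porcine relaxin; EC50 by Hill fit.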
# USP1-UAF1 inh: Inhibitors of USP1/UAF1: Primary Screen; Ubiquitin carboxyl-terminal hydrolase 1 (Homo sapiens), O94782; recombinant USP1/UAF1, Ub-Rhodamine cleavage fluorescence; Potency, µM (highest dose often 57.1 µM), inactives show top-dose activity change, negative = inhibition, hits mostly inhibitors; 390,000 tested, 0.23% active; AID 743255, 2014; note: potency is the fitted concentration of half-maximal effect; % is set by controls: 0 for no effect and ±100 for the full control effect; nearly all actives have a fitted effect of over 60% in size; inactives centre near -12
#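 USP1/UAF1 complex at 1 nM was preincubated with compound for 15 min at room temperature, then Ub-Rho substrate (150nM final) was added. Fluorescence (480/540 nm) was read kinetically, 6 reads every 60 seconds.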
# Active calls of the source: *; ? = inconclusive; · = no result given; & = joins results of further samples; [ ] = another dose, or the depositor's remark. Unless noted, calls come from the whole dose curve; as a rule, active = well fitted curve in the direction sought with a large enough effect; inconclusive = small, poorly fitted or top-dose-only effect, or another doubt; inactive = no such curve, though single readings can be large; an effect the other way counts as inactive or inconclusive. These rows are one share of the data; the hit share may differ from the screen's.
entry	mol	LDHA block	Vif-A3F inh	Vif-APOBEC3G blk	mIDH1 inhibitor	PI4K2A block	GRP78 ERSR act	TrxR1 substrate	RXFP1 agonist	USP1-UAF1 inh
1	CC1Cc2ccccc2N1S(=O)(=O)c1cccc(C(=O)Nc2cccnc2)c1 (configuration not stated)	-7	-4%	0%	-3%	2	-1%	-4%	1.5%	-14%
2	Cc1cccc(NC(=O)CSc2nc(=O)n(CCN3CCOCC3)c3c2CCCC3)c1C	0	6%	-1%	0%	5	2%	3%[57.1 µM]	1.2%	-9%
3	CCCCN(CCCC)S(=O)(=O)c1ccc(C(=O)Nc2nnc(CSC)o2)cc1	-1	3%	0%	-5%	4	-9%	-3%	-0.6%	-3%
4	CCCCOc1ccc(CNC(=O)CN2CCSc3ccccc32)cc1	-1	-5%	-8%	25%	11	2%	-2%[57.1 µM]	2.8%	?
5	CCC(C)NC(=O)c1ccccc1NS(=O)(=O)c1ccc(OC)c(OC)c1 (configuration not stated)	-1	1%	0%	5%	-3	-7%	10%	2.2%	-16%
6	CCCn1c(N)c(C(=O)CN(C)CC(=O)Nc2ccc(F)cc2)c(=O)[nH]c1=O	-2	3%	6%	13%	-4	-6%	6%	-0.7%	-18%
7	CCCNC(=O)c1cnc2sc(N3CCCCCC3)nn2c1=O	-4	-6%	-3%	10%	-3	1%	47%[activator][57.1 µM]	3.5%	?
8	Cc1ccc2nc3c(cc(C(=O)NC4CCS(=O)(=O)C4)n3Cc3ccccc3)c(=O)n2c1 (configuration not stated)	-8	-3%	1%	5%	3	-4%	292%[activator]	26%	-25%
9	Cc1cccc(C)c1-n1nnnc1C(c1ccccc1)N1CCN(C/C=C/c2ccccc2)CC1 (configuration not stated)	-6	·	-2%	·	0	0%	·	·	·
10	O=C(Nc1ccccc1)N1CCCC(c2nc(-c3ccc(F)cc3)no2)C1 (configuration not stated)	-8	-11%	0%	3%	0	-2%	4%	0.7%	-17%
11	CN(C1CCCCC1)S(=O)(=O)c1ccc(-n2cnnn2)cc1	0	-2%	0%	-2%	0	0%	2%	-0.7%	-16%
12	Nc1ncnc2c1ncn2[C@@H]1O[C@H](C(=O)Nc2ccc(Oc3ccccc3)nc2)[C@@H](O)[C@H]1O	-7	·	1%	·	-3	-1%	·	·	·
13	COc1cccc(N2CC(NC(=O)c3ccc4c(c3)OCO4)CC2=O)c1 (configuration not stated)	-10	6%	12%	2%	4	-1%	0%[57.1 µM]	0.8%	?
14	O=C1[C@H]2[C@@H](c3ccc(C(F)(F)F)cc3)N[C@]3(CCCN(CC4CCCCC4)C3=O)[C@H]2C(=O)N1Cc1ccccc1	1	-4%	-2%	7%	-8	-5%	·	·	-10%
15	CC1CCc2c(sc(NC(=O)COc3ccccc3C(C)(C)C)c2C#N)C1 (configuration not stated)	1	-2%	1%	21%	2	-1%	-3%	3.5%	-20%
16	CCN(CC)c1ccc(/C=N/N2CC(=O)NC2=S)cc1	-2	?	3%	9%	-6	-1%	-3%	4.2%	-19%
17	CN(C)CCCN1c2ccc(O)cc2Sc2ccc(Cl)cc21	-5	-10%	0%	7%	-5	-8%	·	·	-10%
18	CN(C)C(=O)c1ccc(NC(=O)COC(=O)c2cc3c(s2)CCCCC3)cc1	-10	-1%	2%	-16%	2	0%	-5%	1.4%	-11%
19	Cc1cc(OCCn2cnc3ccccc3c2=O)ccc1[N+](=O)[O-]	-12	10%	0%	11%	-3	-3%	6%[57.1 µM]	1.1%	-8%
20	CC1CCCN(S(=O)(=O)c2ccc3c(c2)c(=O)nc2ccccn23)C1 (configuration not stated)	-3&-3	-4%&-1%	5%&0%	20%&-4%	1&-3	-4%&-1%	245%[activator]	?	6%&-22%
21	Cc1ccc(NC(=S)N2CCN(C3CCCCC3)CC2)cc1	-4	-9%	4%	5%	3	-2%	10%[57.1 µM]	-2.7%	-7%
22	CC(=O)c1cccc(NC(=O)c2ccc(NC(=O)CC3SC(N4CCCCC4)=NC3=O)cc2)c1 (configuration not stated)	-2	6%	0%	0%	-1	-3%	2%	3.3%	-21%
23	COc1ccc(CCN(C)C(=O)CNC(=O)c2ccccc2F)cc1OC	1	10%	1%	8%	-2	-3%	14%	1.4%	-15%
24	C(#CCN1CCOCC1)COCCOC(c1ccccc1)c1ccccc1	-9	5%	-3%	9%	4	-2%	8%	-2.3%	-14%
25	CCOc1cc(Br)cc(/C=C2\SC(=Nc3ccccc3)NC2=O)c1O	-2	-19%	?	2%	0	?	-4%	1.1%	-24%
26	COc1ccc(S(=O)(=O)Cc2ccc(C(=O)NCc3ccccn3)o2)cc1	-1	-1%	3%	-8%	-3	-1%	1%	1.9%	-26%
27	C/C=C/C=C\C(=O)Nc1cccc(C2=NOC3(C2)C[C@H](C(N)=O)N(C(=O)CC#N)C3)c1 (some centres not stated)	2	-7%	0%	4%	?	0%	1%	1.6%	-17%
28	COc1cc(OC)cc(-c2c(C#Cc3ccsc3)c3cc(-c4ccc(OC)c(OC)c4)ccc3n2C)c1	2	-2%	-2%	11%	1	8%	13%[57.1 µM]	·	-29%
29	COC(=O)c1ccc(NC(=O)CCCN2C(=O)NC(C)(C)C2=O)cc1	-1	-3%	-2%	3%	-3	0%	4%[57.1 µM]	1.8%	-6%
30	O=C(CCCCCN1C(=O)c2cccc([N+](=O)[O-])c2C1=O)Nc1ccccc1F	1	-8%	0%	13%	0	-2%	3%	-0.5%	-18%
31	COc1ccc(NC(=O)COC(=O)c2cc(C)oc2C)c([N+](=O)[O-])c1	-1	-4%	-3%	5%	1	-5%	6%	0.6%	-24%
32	Cc1cccc(CN2CCC(CNC(=O)C3CCCN(S(=O)(=O)c4cnc[nH]4)C3)CC2)c1 (configuration not stated)	-2	-1%	2%	0%	5	0%	2%	0.4%	-17%
33	C/C=C/C=C/C(=O)Nc1nccs1	-1	?	0%	0%	0	6%	-4%	0.6%	-14%
34	CC(C)(C)CC(C)(C)NCC(=O)Nc1c2c(nc3ccccc13)CCC2	?	-1%	1%	-1%	-6	-4%	9%	0.1%	-3%
35	COc1nn(CC(=O)N2N=C(C)CC2(O)C(F)(F)F)cc1[N+](=O)[O-] (configuration not stated)	-13	-18%	-1%	21%	4	-1%	-2%	-0.1%	-19%
36	Cc1ccc(C)c(Cn2c(=O)n(C(C)C)c(=O)c3oc4ccccc4c32)c1	-8	-2%	1%	-12%	-3	-2%	-4%	5.0%	2%
37	COc1cccc2[nH]c(C(=O)NCCc3ccccc3)cc12	0	1%	-12%	-9%	-3	?	32%	3.1%	-23%
38	Cc1ccc(-c2nc3c(c(SCc4ccc(Br)cc4)n2)Cc2c(CO)cnc(C)c2O3)cc1	-10	1%	-3%	27%	3	-2%	3%	2.8%	-16%
39	O=C(O)CSc1nc2c(c(C(F)(F)F)n1)CCc1ccccc1-2	0	-7%	-4%	7%	2	-3%	-15%[57.1 µM]	1.0%	-15%
40	COc1ccc(C(C)=O)cc1CSc1nc(NCCc2ccccc2)c2ccccc2n1	-7	-12%	-1%	-12%	1	-1%	5%[57.1 µM]	2.0%	-15%
41	Nc1ccc(-c2c3ccc(=O)cc-3oc3cc(O)ccc23)c(C(=O)O)c1	-11	?	2%	9%	3	-1%	?	-1.0%	28µM*
42	Nn1c(-c2ccc(O)cc2)nnc1-c1ccc(O)cc1	-3	2%	-1%	2%	-5	15%	1%	1.7%	-13%
43	Cc1ccc(-c2nn(CC(N)=O)c(=O)c3ccccc23)cc1S(=O)(=O)N(C)C	3&0	1%	0%	2%	-1	-3%	-9%	1.6%	-12%
44	O=C1CC(=O)CC(c2ccccc2)C1	-1	5%	-5%	-6%	-3	1%	-2%	5.8%	-11%
45	Cc1ccc(S(=O)(=O)N2CCN(C(=O)C3CC(=O)N(c4ccc5c(c4)OCCO5)C3)CC2)cc1 (configuration not stated)	-4	0%	0%	5%	-2	-7%	1%	1.9%	-12%
46	CCN(CC)c1ccc2c(Cl)c(Br)c(=O)oc2c1	4	?	?	6%	5	-17%	-3%	25%	74%[activator]
47	CC12CC3(C)CC(C)(C1)CC(C(=O)Nc1nn[nH]n1)(C2)C3	-1	0%	-1%	0%	-3	-2%	12%	1.5%	-2%
48	CC(C)c1ccc(C(=O)N(c2ccccn2)C(C)c2ccco2)cc1 (configuration not stated)	-6	1%	0%	0%	4	7%	-6%	-2.3%	-17%
